# hERG WT inh – qHTS for Inhibitors of KCHN2 3.1: Wildtype qHTS | Voltage-gated inwardly rectifying potassium channel KCNH2 (Homo sapiens), Q12809 | U2OS, BacMam KCNH2, thallium flux FluxOr; stronger effect = lower value | activity change, % at 1.84 µM | hit rate 0.37% among 340,000 | AID 720551, 2013;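 active = maximum activity change below -70%; inconclusive = maximum activity change between -70% and -50%; inactive = maximum activity change above -50%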; note: % is set by controls: 0 for no effect and ±100 for the full control effect
#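 U2OS cells transduced with wild-type KCNH2 virus are loaded with FluxOr dye for 45 min, and thallium flux is measured in kinetic reads before and after stimulation buffer. Rate constants are normalized to DMSO controls.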
# Eya2 phos inh – qHTS Assay for Inhibitors of the Phosphatase Activity of Eya2. hit rate 0.006% among 330,000. Protein phosphatase EYA2 (Homo sapiens), O00167. Potency, µM (highest dose often 76.9 µM), inactives show at the top dose activity, negative = inhibition, actives largely listed as inhibitors. recombinant Eya2, OMFP fluorescence dephosphorylation (OMFP is methylfluorescein phosphate). AID 488837, 2010; note: potency is the fitted concentration of half-maximal effect; % is set by controls: 0 for no effect and ±100 for the full control effect
#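 Eya2 protein (added as 0.2 uM solution) was preincubated with compound for 10 min at ambient temperature in 50 mM HEPES pH 7.5, 50 mM NaCl, 5 uM MgCl2, 0.05% BSA, 1 mM DTT. OMFP (added at 50 uM) then reacted 10 min; fluorescence read at 485/525 nm.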
# ELG1 repair inh – qHTS screen for small molecules that inhibit ELG1-dependent DNA repair in human embryonic kidney (HEK293T) cells expressing luciferase-tagged ELG1 | Potency, µM (highest dose often 46.1 µM), without a hit: at the top dose activity change, negative = inhibition, most hits filed as inhibitors | AID 504467, 2011 | hit rate 2.3% among 330,000 | HEK293T ELG1-luciferase reporter, luminescence, 16 h; DNA damage induced by 5-fluorouridine; note: potency is the fitted concentration of half-maximal effect; % is set by controls: 0 for no effect and ±100 for the full control effect; nearly all actives have a fitted effect of over 55% in size
#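 5-Fluorouridine DNA damage + compound/DMSO, 2,000 cells/well, 16 h, 37 °C/5% CO2. ONE-Glo, 30 min RT, luminescence. Readout = decrease in reporter signal.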
# KCNH2 3.1 block – qHTS for Inhibitors of KCHN2 3.1: Mutant qHTS. Potassium voltage-gated channel subfamily H member 2, brain isoform KCNH2 3.1 (human). hit rate 0.95% among 340,000. AID 720553, 2013. activity change, % (tested at about 1.8 µM). U2OS KCNH2 3.1, thallium flux FluxOr; stronger effect = lower value;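 active = maximum activity change below -70%; inconclusive = maximum activity change from -70% to -50%; inactive = maximum activity change above -50%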;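 note: thallium influx rate constant from kinetic fluorescence after stimulation buffer; % is set by controls: 0 for no effect and ±100 for the full control effect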
#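 Steps: virus added to U2OS suspension (4 h, RT, dark); medium with 10% FBS added, cells plated, 37 C overnight; FluxOr/Red40 loading buffer 45 min RT; stimulation buffer, 2 min kinetic read; rate constant normalized.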
# TRPV1 ag – HTS Assay for Compounds that Act as Agonists of the Vanilloid Receptor 1; Transient receptor potential cation channel subfamily V member 1 (Homo sapiens), Q8NER1; TRPV1-expressing cells, Fluo-8 calcium influx, agonist mode; activation, % at 8.33 µM; hit rate 0.19% among 320,000; in the data active = activation above about 80%; inconclusive = between about 30% and that limit; note: 0% is about no effect
#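 Fluo-8 calcium influx in TRPV1-expressing cells, kinetic read (ex 480/em 520 nm). Compound added and read 3 min for agonist activity, followed by capsaicin at EC20 final and 2 min further read for enhancement.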
# TCR act – Activators of T cell receptors: qHTS campaign. primary human leukocytes, anti-CD3, IL-2 HTRF, 48 h. Potency, µM (titrated, usually from 9.22 µM), for inactives: top-dose activation of IL-2 secretion, actives largely listed as activators. 330,000 tested, under 10 active. AID 504894, 2011; note: % of control where 0% means no effect
#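 Primary human leukocytes receive a-CD3 beads and test compound and are incubated 48 hr. Secreted IL-2 is then assayed by HTRF, measuring 665nm acceptor emission after 320nm excitation of the europium donor.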
# TSHR antag – Antagonists of the Thyroid Stimulating Hormone Receptor: HTS campaign | Thyrotropin receptor (Homo sapiens), P16473 | TSHR-expressing cells, TSH-stimulated cAMP HTRF, 2 h; stronger effect = lower value | activity change, negative = inhibition, % at 11.5 µM | hit rate 0.2% among 330,000 | AID 504810, 2011;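 active = activity change below a set negative limit, meaning inhibition stronger than a set level, cut at about -70% in these data; inconclusive = activity change between two set negative limits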; note: % is set by controls: 0 for no effect and ±100 for the full control effect
# Target sequence (P16473 whole entry, looked up): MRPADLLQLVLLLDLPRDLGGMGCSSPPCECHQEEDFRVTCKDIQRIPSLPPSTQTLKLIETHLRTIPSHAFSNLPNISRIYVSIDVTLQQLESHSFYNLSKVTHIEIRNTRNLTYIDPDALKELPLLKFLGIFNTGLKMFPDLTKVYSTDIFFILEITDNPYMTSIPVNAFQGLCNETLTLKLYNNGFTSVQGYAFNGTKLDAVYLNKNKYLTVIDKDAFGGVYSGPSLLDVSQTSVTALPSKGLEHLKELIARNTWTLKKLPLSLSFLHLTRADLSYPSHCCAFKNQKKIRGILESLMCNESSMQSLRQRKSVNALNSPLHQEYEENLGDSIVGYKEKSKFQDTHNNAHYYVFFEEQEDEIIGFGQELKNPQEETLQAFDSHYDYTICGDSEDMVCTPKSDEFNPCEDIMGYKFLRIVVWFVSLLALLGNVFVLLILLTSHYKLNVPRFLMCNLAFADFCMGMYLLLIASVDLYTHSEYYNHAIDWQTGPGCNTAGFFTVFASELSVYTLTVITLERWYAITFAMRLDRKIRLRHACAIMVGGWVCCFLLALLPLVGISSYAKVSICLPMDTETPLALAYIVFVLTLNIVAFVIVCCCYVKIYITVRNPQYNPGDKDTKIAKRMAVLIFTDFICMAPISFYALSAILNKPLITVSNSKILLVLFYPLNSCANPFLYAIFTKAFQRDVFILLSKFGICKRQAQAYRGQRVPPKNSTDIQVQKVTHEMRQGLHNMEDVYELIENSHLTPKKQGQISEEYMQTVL
#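 Read-out is FRET at 665 nm (cryptate excitation 337 nm) from a cryptate-tagged anti-cAMP antibody, competed by cell cAMP against cAMP-d2. Compounds are tested on freshly harvested TSHR cells challenged with 4nM TSH (EC80) for 2 hours at 37 deg C.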
# AT treatment – qHTS Assay for Identifying a Potential Treatment of Ataxia-Telangiectasia; hit rate 0.19% among 320,000; Potency, µM (series often up to 57.5 µM), for inactives: at the top dose activation, actives largely listed as activators; […] A-T fibroblasts, KAP-1 phosphorylation AlphaLISA; neocarzinostatin DNA damage 30 min before lysis; note: potency is the fitted concentration of half-maximal effect; % of control where 0% means no effect; nearly all actives have a fitted effect of over 45% in size
#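 ATM-like activity read as KAP-1 phosphorylation via AlphaLISA donor/acceptor antibody pairs after lysis and 6 hr at 25C. Cells were ATM-null patient fibroblasts ([…], hTERT), dosed 60 min, then exposed to the DSB inducer NCS for 30 min.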
# Mito fusion act – qHTS Assay for Small Molecule Inhibitors of Mitochondrial Division or Activators of Mitochondrial Fusion | Potency, µM (series often up to 46.1 µM), for inactives: at the top dose growth rescue (activation), actives largely listed as activators | S. cerevisiae fusion-defective mutant growth rescue, CellTiterGlo 48 h | hit rate 0.23% among 320,000;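 note: potency is the fitted concentration of half-maximal effect; % of control where 0% means no effect; nearly all actives have a fitted effect of over 45% in size; temperature-sensitive fusion mutants such as fzo1-1 at 37 °C on non-fermentable ethanol glycerol medium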
#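 Growth-rescue viability read-out: after 48 h at the non-permissive 37C in glycerol/ethanol YPEG, yeast mitochondrial fusion mutants are measured by CellTiterGlo luminescence; compounds (23 nl pinned per well) restoring growth score as division inhibitors or fusion activators.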
# USP2a inh – qHTS Assay for Inhibitors of Ubiquitin-specific Protease USP2a Using CHOP2 as the Reporter | Ubiquitin carboxyl-terminal hydrolase 2 (Homo sapiens), O75604 | hit rate 0.01% among 330,000 | Potency, µM (titrated, usually from 38.3 µM), inactives show top-dose activity change, negative = inhibition, usual class: inhibitors | USP2 core, Ub-CHOP2 coupled fluorogenic reporter, 485/531 | AID 463254, 2010;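 note: potency is the fitted concentration of half-maximal effect; plate controls were DMSO wells for no effect and full inhibition by NEM control for full effect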
#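 Cell-free coupled assay: 10nM USP2 core preincubated 30min RT with compound in Tris-HCl pH 8.0/CaCl2/CHAPS buffer, then 25nM Ub-CHOP2 and 25nM reporter substrate; fluorescence (Ex 485/Em 531) read after 60min RT, normalized to NEM inhibition, concentration-response curves fitted.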
# * marks the source's active call; other numbers are inactive results; i = inactive; ? = inconclusive; . = no result given; [ ] = another dose, or the depositor's remark. Unless noted, calls come from the whole dose curve; as a rule, active = well fitted curve in the direction sought with a large enough effect; inconclusive = small, poorly fitted or top-dose-only effect, or another doubt; inactive = no such curve, though single readings can be large; an effect the other way counts as inactive or inconclusive.
molecule	hERG WT inh	Eya2 phos inh	ELG1 repair inh	KCNH2 3.1 block	TRPV1 ag	TCR act	TSHR antag	AT treatment	Mito fusion act	USP2a inh
CCCOC1CCCN(Cc2nc(-c3ccc(C(=O)OC)cc3)no2)C1 (stereo not drawn)	-0.1	9.2%	-4.8%	-11.7	9.2	-1.2%	-2.2	-14.0%	-1.0%	-2.7%
CCOc1cc(C(c2c(C)[nH][nH]c2=O)c2c(C)[nH][nH]c2=O)cc(Cl)c1O	14.1	-4.2%	-13.9%	11.2	-5.2	-0.7%	-0.2	4.5%	1.2%	1.0%
COc1ccc2c(c1)c(=O)cc(C)n2CC(=O)NCc1ccco1	13.0	15.1%	-3.7%	17.5	-0.1	1.4%	-5.1	0.2%	-0.1%	-2.6%
CCn1cc(C(=O)N2CCN(Cc3ccc4c(c3)OCO4)CC2)c2cc(OC)c(OC)cc2c1=O	-9.3	-6.4%	-17.0%	1.5	2.9	1.6%	1.5	-1.4%	0.0%	-1.0%
COc1ccc(/C=N/NC(=O)CNC(=O)c2ccc(S(=O)(=O)N3CCOCC3)cc2)c(OC)c1	2.1	-4.4%	13.0%	-3.1	-1.4	5.6%[46.1 µM]	3.5	8.1%	-3.6%	1.2%
C#CCOCCOCCOCCNc1nc(N2CCOCC2)nc(N2CCN(C(=O)[C@H](CCCCN)n3cc([C@@H](N)CC(C)C)nn3)CC2)n1	6.8	-3.4%	7.6%	4.0	-0.4	2.3%	-11.3	-8.3%	-2.9%	4.6%
CCOC(=O)N1CCN(c2ccc(O)cc2)CC1	3.2	-5.3%	?	12.4	-1.4	-3.5%	1.0	-0.8%	0.5%	2.9%
COCC(C)NC(=O)c1cc(-c2ccccc2OC)on1 (stereo not drawn)	-20.7	-0.3%	?	-14.1	3.6	0.6%	-3.7	-2.6%	0.4%	2.0%
C=CCn1c(SCCCCCC)nc(O)cc1=O	-4.9	5.7%	7.4%	4.9	3.7	5.4%	12.8	-3.9%	2.1%	-2.4%
N#Cc1c(-c2ccccc2)nc(-c2ccncc2)[nH]c1=O	10.8	8.0%	-10.4%	1.5	-2.9	-2.4%	1.8	-1.9%	5.7%	0.0%
Cc1ccccc1CC1(CO)CCCN(C(=O)c2ccccc2Cl)C1 (stereo not drawn)	-8.2	6.0%	-7.3%	-1.4	4.3	2.7%	-6.1	2.0%	4.8%	1.7%
CCOC(=O)C1CSC2(CCC(c3ccccc3)CC2)N1 (stereo not drawn)	i	-0.2%	12.1%	9.3	6.0	-3.6%	1.9	2.5%	5.1%	1.5%
Fc1cc(Br)cc(F)c1NC(=S)N1CCOCC1	-3.6	-3.2%	-0.3%	5.5	25.8	-0.7%	-0.8	-8.8%	13.0%	0.0%
Cc1ccccc1OCc1nc2c3c(ncn2n1)-c1ccccc1CC31CCCC1	1.0	-15.8%	-9.6%	-4.7	-0.3	-8.2%[46.1 µM]	-1.7	-1.2%	0.3%	0.5%
CCCOc1ccc(-c2cc(C(=O)NCC3CCCO3)c3ccccc3n2)cc1 (stereo not drawn)	8.6	-0.5%	?	-4.5	?	3.5%	?	7.1%	?	-2.8%
Cc1cc(OCC(=O)N(Cc2cccs2)C2CCS(=O)(=O)C2)ccc1Cl (stereo not drawn)	-2.8	5.1%	0.1%	-7.9	-1.8	2.0%	-1.6	0.0%	3.6%	-0.2%
Cc1cc(C)c(NC(=O)CNC(=O)c2ccccc2OCc2c(C)noc2C)c(C)c1	-0.6	-0.6%	-7.7%	-2.2	-0.5	-3.9%	5.3	9.8%	1.2%	-0.8%
NC(=O)C1CCN(CCC(=O)Nc2ccc(Br)cc2)CC1	-40.6	12.1%	-39.8%	-36.7	5.2	-2.7%	?	6.8%	-5.7%	-26.5%
O=C(C1=C[C@@H](c2csc3ccccc23)C[C@@H](OCc2ccc(CO)cc2)O1)N1CCN(Cc2ccc3c(c2)OCO3)CC1	-7.3	-8.2%	9.2µM*	?	6.6	7.2%	-6.8	-13.0%	-3.1%	2.7%
CCCCCCSc1cc(-c2nc3cc(C)ccn3c2NCCCC)ccc1OC	-80.3*	-27.3%	?	-110.6*	?	8.2%	-0.1	26.4%	-8.3%	-1.1%
CC(C)n1nccc1N(Cc1ccc(C#N)cc1)S(=O)(=O)c1ccccc1	7.0	-1.1%	-0.4%	-9.9	9.4	0.1%	-4.8	5.4%	-3.3%	2.0%
Cn1c(=O)c2c(ncn2CCOc2ccc(F)cc2)n(C)c1=O	4.9	10.2%	?	-6.0	2.3	6.6%	-1.3	-1.7%	6.6%	0.3%
Cc1ccc(C(=O)NCCCN2CCOCC2)c(Cl)c1	-6.0	-8.1%	?	-12.1	0.0	1.0%	-14.6	-22.4%	-3.0%	-0.8%
CCN(CC(=O)NC(C)(C)C)Cc1cc(=O)n2c(-c3ccccc3)csc2n1	-8.4	9.9%	-7.4%	-8.1	0.2	-2.8%	-13.9	-7.8%	16.6%	-0.8%
COc1cccc(CNCc2ccc(OC)c3ccccc23)c1OC	7.2	-2.3%	?	-23.5	-3.8	4.9%	16.0	?	-1.9%	-9.7%
COC(=O)C1C(c2ccccc2)C(C(=O)O)C1c1ccccc1 (stereo not drawn)	12.0	-2.2%	5.6%	8.2	-0.1	5.7%	-0.4	3.1%	-0.2%	3.0%
O=C(CSc1nc(=O)n(CCCN2CCOCC2)c2c1CCCC2)Nc1ccccc1Cl	1.7	5.1%	6.5%	-2.5	2.7	0.7%	0.8	-3.6%	-1.8%	-0.9%
C=CCc1cccc(/C=N/NC(=O)CNc2ccccc2)c1O	-3.1	.	.	-8.2	11.4	-5.2%	.	.	0.6%	.
O=C1CC(C(=O)NC2CCCCC2)C(c2ccccc2)O1 (stereo not drawn)	0.4	11.8%	12.8%	-1.6	0.0	1.6%	7.3	-4.1%	-2.0%	2.9%
Cc1ccc2c(c1)N(C(=O)CCC(=O)N1CCOCC1)CCO2	-5.0	0.1%	10.6%	8.5	-0.9	1.6%	-6.7	7.4%	2.5%	0.3%
COc1cc(/C=C2\SC(=S)N(NS(=O)(=O)c3ccccc3)C2=O)ccc1O	-5.3	23.3%	?	-0.5	9.0	-8.9%	-10.2	-8.1%	11.6%	2.2%
Cc1ccc(C)c(/C(O)=C2\C(=O)C(=O)N(CCCn3ccnc3)C2c2ccncc2)c1 (stereo not drawn)	17.3	0.6%	3.8%	5.1	-3.9	1.7%	58.3	0.6%	1.6%	-12.5%
CC(=O)c1cccc(NC(=O)CN(c2ccc(F)cc2)S(C)(=O)=O)c1	-8.7	19.2%[15.4 µM]	19.2%	-4.9	-1.1	-5.4%	4.1	5.8%	0.6%	-2.2%
COc1ccc(CC(=O)NNC(=O)CSc2ccc(C)cc2)cc1	-28.6	-1.3%	6.0%	-14.2	-2.3	-2.6%	-7.8	-3.6%	-2.2%	1.6%
Cc1cccc(C(=O)Oc2cc(C)[nH]c(=O)c2[N+](=O)[O-])c1	-23.9	-9.7%	0.5%	5.7	0.7	-5.5%	-10.2	-2.2%	0.2%	1.9%
CC1CCC2(CC1)NC(=O)N(CC(=O)N1CCN(C(=O)c3cccs3)CC1)C2=O (stereo not drawn)	-0.2	-8.5%	7.0%	-1.5	1.4	-3.4%	21.4	11.5%	-1.0%	1.8%
NS(=O)(=O)c1cccnc1Nc1cccc(Cl)c1Cl	-5.5	.	.	-0.4	13.9	-1.9%	.	.	?	.
COC(=O)c1cc2ccccc2c(=O)s1	-1.0	-1.3%	12.0%	-15.0	12.3	-8.0%	4.9	2.6%	0.2%	-1.1%

# Assay outcomes as filed in PubChem BioAssay.

# Some of the compounds tested. The share of hits here may be higher or lower than overall.
